UBC13 inh – inhibitors of human UBC13 polyubiquitin chain formation. 330,000 tested, 0.47% active. inhibition, % at 20 µM. TR-FRET. P61088; in the data active = inhibition above about 45%, passing the limit was not always enough
Target sequence (P61088 whole entry, looked up): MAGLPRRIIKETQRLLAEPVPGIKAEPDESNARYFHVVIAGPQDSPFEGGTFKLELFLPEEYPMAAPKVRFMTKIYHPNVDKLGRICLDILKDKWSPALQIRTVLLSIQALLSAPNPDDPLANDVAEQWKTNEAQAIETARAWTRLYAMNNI
SENP6 inh – SENP6 protease inhibition; Q9GZR1; Recombinant SENP6 catalytic domain, aminoluciferin luminescence; inhibition, % at 10 µM; 330,000 tested, 1.8% active;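 active = inhibition above about 50% at the single tested dose, limit read from the data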;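 also: plate controls were DMSO wells with enzyme for no effect and DMSO wells lacking enzyme for full effect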
SENP1 inh – inhibitors of human SENP1 SUMO protease catalytic domain; recombinant SENP1 catalytic domain, CyPet-SUMO1-YPet FRET cleavage; inhibition, % at 10 µM; 360,000 tested, 0.21% active; AID 624204;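 active = inhibition at least 30% at 10 µM, raw YFP signal under a set limit, fluorescence ratio 0.5 to 1.5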;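 also: 0% = enzyme with DMSO and 100% = no enzyme wells; some results filed as inactive read as strong as hits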
Target sequence (Q9P0U3 419-644 limits assumed): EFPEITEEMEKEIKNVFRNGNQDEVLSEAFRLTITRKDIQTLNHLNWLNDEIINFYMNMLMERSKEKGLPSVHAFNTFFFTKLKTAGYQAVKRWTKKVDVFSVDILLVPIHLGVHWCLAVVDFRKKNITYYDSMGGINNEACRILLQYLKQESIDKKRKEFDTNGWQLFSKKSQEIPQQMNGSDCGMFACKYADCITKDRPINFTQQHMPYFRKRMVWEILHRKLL
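Test system: hSENP1 catalytic domain, recombinant; Amount: 20 pM final SENP1 enzyme; Medium: Tris pH 8 buffer plus EDTA, NaCl, BME, BSA, NP40, catalase; Schedule: 50 min enzyme reaction, room temperature, light-protected; Technique: FRET fluorescence in CFP and YFP emission channels; Controls: no-enzyme wells low, DMSO-plus-enzyme wells high control.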
APOBEC3G inh – blocks human APOBEC3G single-stranded DNA deamination. inhibition, % at 20 µM. recombinant A3G, ssDNA deamination FAM/TAMRA fluorescence. 330,000 tested, 0.28% active;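 active = inhibition of at least 40% at 20 µM, with no more than 30% in the related APOBEC3A deaminase screen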;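 also: plate controls were DMSO wells with A3G for no effect and wells lacking A3G enzyme for full effect; some compounds called inactive have numbers as strong as hits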
SENP8 block-1 – inhibitors of human SENP8 protease. Q96LD8. purified SENP8, Z-RLRGG-aminoluciferin cleavage, luminescence. inhibition, % at 10 µM. 330,000 tested, 1.2% active. AID 2540; in the data active = inhibition above about 50%
Target sequence (Q96LD8 whole entry, looked up): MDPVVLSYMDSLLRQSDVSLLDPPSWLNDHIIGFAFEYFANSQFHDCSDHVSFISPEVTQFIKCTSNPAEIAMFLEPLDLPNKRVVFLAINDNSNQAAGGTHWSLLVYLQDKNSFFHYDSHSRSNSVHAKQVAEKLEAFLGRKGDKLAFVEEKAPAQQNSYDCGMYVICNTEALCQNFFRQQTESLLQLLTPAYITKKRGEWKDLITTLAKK
SENP8 block-2 – SENP8 (human) protease inhibition; Q96LD8; recombinant SENP8, Nedd8 substrate fluorescence; inhibition, % at 20 µM; 360,000 tested, 0.64% active; AID 602440; in the data active = inhibition mostly above about 40%, no sharp cut-off; inactive = mostly below about 27%
Apaf1 inhib – human Apaf-1 inhibition. inhibition, % at 20 µM. reconstituted apoptosome caspase-3 activity, DEVD-Rh110 fluorescence. O14727. AID 489030. 330,000 tested, 0.71% active; active = inhibition of at least 40% at 20 µM;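 also: plate controls were DMSO wells for no effect and DEVD-CHO caspase inhibitor wells for full effect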
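Material: reconstituted apoptosome with Apaf-1, cytochrome c, caspase-9, procaspase-3, dATP; medium: pH 7.5 Hepes buffer with CHAPS, BSA, DTT; also added: cytochrome c and DEVD-Rh110 substrate; timing: 30 min plus 50 min, RT; signal: Rh110 fluorescence intensity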
SENP7 block – SENP7 protease inhibition | Q9BQF6 | recombinant SENP7, Z-RLRGG-aminoluciferin luminescence, 40 min | inhibition, % at 5 µM | 330,000 tested, 1.5% active;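 active = inhibition above about 50% at the single test dose, limit read from the data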;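 also: plate controls were DMSO with enzyme for no effect and no enzyme buffer wells for full effect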
Target sequence (Q9BQF6 706-1050 limits assumed): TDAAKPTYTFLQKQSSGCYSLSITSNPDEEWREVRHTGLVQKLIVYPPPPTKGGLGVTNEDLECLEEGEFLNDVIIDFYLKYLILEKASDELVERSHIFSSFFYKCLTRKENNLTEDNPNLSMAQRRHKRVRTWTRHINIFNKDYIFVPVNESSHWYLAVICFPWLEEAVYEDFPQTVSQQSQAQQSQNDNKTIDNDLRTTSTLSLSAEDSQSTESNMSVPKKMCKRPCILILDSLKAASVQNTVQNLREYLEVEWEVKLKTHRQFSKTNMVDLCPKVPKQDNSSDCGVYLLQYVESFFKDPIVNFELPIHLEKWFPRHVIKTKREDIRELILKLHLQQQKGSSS
Starred values were filed as active, the others as inactive.

SMILES	UBC13 inh	SENP6 inh	SENP1 inh	APOBEC3G inh	SENP8 block-1	SENP8 block-2	Apaf1 inhib	SENP7 block
COc1cccc(OCC(Cn2c(C)nc3ccccc32)OC(C)=O)c1 (stereo unspecified)	7	6	1	-3	-5	8	-6	7
CCCn1c(N)c(C(=O)CSc2nc(C)cs2)c(=O)n(C)c1=O	13	-6	2	-4	1	5	-5	5
OCCC1CN(Cc2ccccc2O)CCN1CCCc1ccccc1 (stereo unspecified)	6	-6	-1	-8	0	10	-10	-6
CCOCCCNC(=O)c1ccc2c(c1)ncn2-c1ccc(CC)cc1	2	-9	-1	-5	-4	16	10	0
Cc1cc(C)n(CCOc2ccc(Cl)cc2Cl)n1	0	8	1	-3	-7	9	11	12
CCCC(=O)c1ccc(N2CCC(C)CC2)c(F)c1	-2	-5	-1	-2	-22	7	6	-9
O=C(NC1CCCC1)c1csc2c1CCCC2	2	-9	4	-3	3	6	-12	4
NC(=O)N/N=C/c1ccccc1OC(=O)c1cc2ccccc2oc1=O	3	-13	-2	-4	-11	-122	-5	11
COc1ccc(N=C2SC(C(=O)Nc3ccc(OC)cc3)CC(=O)N2CCN2CCOCC2)cc1 (stereo unspecified)	0	-37	1	-4	-7	9	12	-4
CC1CCC/C(=C\Nc2ccc3c(c2)OCO3)C1=O (stereo unspecified)	1	7	-18	4	-3	15	17	3
CC(C)(C)c1nc[nH]c(=O)c1Br	-4	-22	3	-4	-3	16	2	0
CCOc1ccccc1C(=O)OCC(=O)NCc1ccc2c(c1)OCO2	1	-29	0	-8	-15	6	9	-4
Cc1cccnc1Nc1nc(-c2ccc(O)c(O)c2)cs1	12	92*	3	-7	92*	11	19	66*
COc1cccc(C(=O)Nc2ccc3c(c2)C(=O)NC3=O)c1	-6	58*	-3	-1	51*	-355	8	55*
Cc1cc(C(=O)COC(=O)c2ccncc2)c(C)n1CCc1ccc(F)cc1	6	-20	-13	-16	-9	-4	8	-8
CC1(C)Cc2nc3sc4c(SCC(=O)NC(c5ccccc5)c5ccccc5)ncnc4c3cc2CO1	-18	-9	-4	2	-1	-54	20	7
CCS(=O)(=O)N1CCN(c2ccc(Cl)cc2[N+](=O)[O-])CC1	-8	-14	1	-2	-5	21	-2	1
CC(C)=CCN1CCN(Cc2ccc(Sc3nncn3C)o2)CC1CCO (stereo unspecified)	-1	-1	-1	-4	-4	10	0	3
Cc1ccc(C)c(S(=O)(=O)N/N=C/c2ccc(N(C)C)cc2)c1	-5	9	1	-3	10	3	6	-1
COc1cc([C@H]2OC[C@H]3[C@@H]2CO[C@H]3c2ccc(O)c(OC)c2)ccc1O	-15	-9	2	-7	-8	15	-2	-6
O=C(O)c1ccc(C=NNC(=O)c2ccccc2NS(=O)(=O)c2cccs2)cc1	-3	13	0	-3	-8	-90	3	9
CCN(Cc1ccccc1)c1ccc(/C=N/NC(=O)c2cccc(S(=O)(=O)N3CCOCC3)c2)cc1	-4	-15	8	0	-5	-234	13	7
O=C(CN(C(=O)CNS(=O)(=O)c1ccccc1)C1CCCC1)NCc1ccco1	-7	-12	-1	5	-1	12	-7	5
CCNc1oc(-c2ccccc2F)nc1S(=O)(=O)c1ccccc1	-6	-10	4	-9	-6	-22	0	16
COc1ccc(CCN2C(=O)c3[nH]nc(-c4ccccc4O)c3C2c2cccc(Cl)c2)cc1 (stereo unspecified)	-7	-14	1	-5	-17	23	41*	-6
CCOC(=O)N(C)OC(=O)Nc1ccc(Cl)c(Cl)c1	8	-19	1	2	-5	8	3	6
CC(C)C(=O)Nc1oc(-c2ccccc2)cc1C#N	17	-14	-1	-7	-2	-3	-5	3
CC(C)CN(C(=O)c1ccc2c(c1)OCCO2)c1c(N)n(Cc2ccccc2)c(=O)[nH]c1=O	2	-4	-8	7	15	-5	6	1
Brc1cccc(-c2nnco2)c1	0	-2	0	1	-9	9	1	1
N#CC1=C(N)N(c2ncn[nH]2)C2=C(C(=O)CCC2)C1c1ccccc1 (stereo unspecified)	3	18	-7	-4	4	10	9	0

Single records (already shown). Order of values: UBC13 inh, SENP6 inh, SENP1 inh, APOBEC3G inh, SENP8 block-1, SENP8 block-2, Apaf1 inhib, SENP7 block
Cc1cc(C)n(CCOc2ccc(Cl)cc2Cl)n1 is entered as 0, 8, 1, -3, -7, 9, 11, 12
COc1ccc(CCN2C(=O)c3[nH]nc(-c4ccccc4O)c3C2c2cccc(Cl)c2)cc1 (stereo unspecified) is entered as -7, -14, 1, -5, -17, 23, 41*, -6

Going on with the list.
SMILES	UBC13 inh	SENP6 inh	SENP1 inh	APOBEC3G inh	SENP8 block-1	SENP8 block-2	Apaf1 inhib	SENP7 block
CCOc1ccc(CN(C)C(=O)c2ccc3c(c2)NC(=O)C(C)S3)cc1OC (stereo unspecified)	8	10	2	-3	6	8	10	4
COc1ccc(Cl)cc1NC(=O)CN(C)C(=O)c1ccc(-n2nc(C)cc2C)cc1	21	7	1	-4	8	-1	-5	-8
CC(=O)NC1CCN(CC(=O)Nc2cccc([N+](=O)[O-])c2)CC1	8	-19	0	1	2	12	-9	0
COC(=O)CCN1CCc2cc(N=Nc3ccc([N+](=O)[O-])cc3)ccc21	-47	-23	3	6	-22	29	-3	80*
CN(C)S(=O)(=O)c1ccc(NC(=O)COC(=O)C2CC3CCCC(C2)C3=O)cc1 (stereo unspecified)	7	-56	2	-18	-4	1	-2	10
COC(=O)C1(Cc2ccccc2)NC(c2ccccc2C)C2C(=O)N(c3ccc4c(c3)OCO4)C(=O)C21 (stereo unspecified)	-6	2	3	-8	2	20	4	3
S=C(NCCCN1CCOCC1)NCCCN1CCOCC1	12	8	-1	15	6	19	3	-4
CCSc1nsc(NC(=O)Nc2ccc(F)cc2F)n1	-6	52*	0	-7	22	3	-95	12
CS(=O)(=O)Nc1ccc(C(=O)NC2CCCC2)cc1	5	-3	0	-4	3	21	-14	10
CC(C)CNC(=O)c1cccc(NC(=O)c2ccc(NC(=O)c3ccco3)cc2)c1	3	-4	1	-5	6	2	-14	1
CC(C)CC(=O)NC(NCC1CCCO1)C(Cl)(Cl)Cl (stereo unspecified)	4	5	0	1	1	15	6	11
Cn1cc(CC(=O)NCCCN2CCCC2=O)c2ccccc21	4	-10	1	3	-3	-4	7	5
COc1cccc(C2[C@H](C)C3(CCN2C)OCCO3)c1 (stereo partly specified)	5	-4	0	-6	0	12	-2	7
COc1ccc(NC(=O)c2cc(-c3ccc(C)c(C)c3O)n[nH]2)cc1Cl	-17	-43	-1	-8	0	4	16	5
CCc1ccccc1NC(=O)CSc1nnc(-c2ccncc2)o1	14	-13	1	-6	-1	14	-19	-4
COc1cc([N+](=O)[O-])ccc1NC(=O)NNC(=O)C(C)Oc1ccc(F)cc1F (stereo unspecified)	-3	-13	1	-7	-6	16	12	-1
O=C(OCc1cnc(Cl)s1)c1cccc(Cl)c1Cl	2	-19	1	-1	-19	28	4	0
CS(=O)(=O)N(Cc1ccccc1)c1ccc(C(=O)N2CCOCC2)cc1	-5	-10	3	-6	-3	32	4	-17
COc1ccc(CCC(=O)Nc2ccc(Br)cn2)cc1	0	4	1	-9	-7	30	-9	1
Cc1cccc(NC(=O)CCCCCN2C(=O)[C@@H]3Cc4ccccc4CN3C2=O)c1	3	-1	0	-5	2	3	-5	0
CCCc1cc(=O)oc2cc(OCC(=O)NCCCN3CCOCC3)ccc12	-3	6	3	-1	5	-83	-14	1
CN(C)S(=O)(=O)c1ccc(C(=O)NCc2ccco2)cc1	0	-1	2	-2	-4	13	-5	-9
Cc1cccc(-c2n[nH]c(=S)n2Cc2ccccc2)c1	13	0	2	20	6	-40	6	4
CCN(CC)CCNC(=S)Nc1ccc2nc(N3CCN(C)CC3)cc(C)c2c1	7	5	-12	-8	-2	-148	2	-4
COc1cc(OC)c(OC)cc1/C=N/n1c(-c2n[nH]c3c2CCC3)n[nH]c1=S	-2	-11	0	39	-3	-16	-1	4
O=C(O)Cc1cn(Cc2ccc(F)cc2)c2ccccc12	9	0	1	1	2	1	-9	4
Cc1nn(C)c(C)c1NC(=S)Nc1ccc(S(=O)(=O)Nc2ncccn2)cc1	-2	-5	1	0	-1	2	4	-12
CNC(=S)N(CCN(C)C)Cc1cc2cc3c(cc2[nH]c1=O)OCO3	-7	13	-2	-2	1	-312	12	7
Cc1c(CC(=O)NCC(=O)O)c(=O)oc2cc3c(cc12)CCC(C)(C)O3	9	9	1	-1	-1	-297	0	-4
COc1ccc(C2CC(C(F)(F)F)n3ncc(C(=O)Nc4cccc(O)c4)c3N2)cc1OC (stereo unspecified)	-2	-2	-4	-1	5	16	7	0

A run of entries from the list above:
SMILES	UBC13 inh	SENP6 inh	SENP1 inh	APOBEC3G inh	SENP8 block-1	SENP8 block-2	Apaf1 inhib	SENP7 block
COc1cccc(OCC(Cn2c(C)nc3ccccc32)OC(C)=O)c1 (stereo unspecified)	7	6	1	-3	-5	8	-6	7
CCCn1c(N)c(C(=O)CSc2nc(C)cs2)c(=O)n(C)c1=O	13	-6	2	-4	1	5	-5	5
OCCC1CN(Cc2ccccc2O)CCN1CCCc1ccccc1 (stereo unspecified)	6	-6	-1	-8	0	10	-10	-6
CCOCCCNC(=O)c1ccc2c(c1)ncn2-c1ccc(CC)cc1	2	-9	-1	-5	-4	16	10	0
Cc1cc(C)n(CCOc2ccc(Cl)cc2Cl)n1	0	8	1	-3	-7	9	11	12
CCCC(=O)c1ccc(N2CCC(C)CC2)c(F)c1	-2	-5	-1	-2	-22	7	6	-9
O=C(NC1CCCC1)c1csc2c1CCCC2	2	-9	4	-3	3	6	-12	4
NC(=O)N/N=C/c1ccccc1OC(=O)c1cc2ccccc2oc1=O	3	-13	-2	-4	-11	-122	-5	11
COc1ccc(N=C2SC(C(=O)Nc3ccc(OC)cc3)CC(=O)N2CCN2CCOCC2)cc1 (stereo unspecified)	0	-37	1	-4	-7	9	12	-4
CC1CCC/C(=C\Nc2ccc3c(c2)OCO3)C1=O (stereo unspecified)	1	7	-18	4	-3	15	17	3
CC(C)(C)c1nc[nH]c(=O)c1Br	-4	-22	3	-4	-3	16	2	0
CCOc1ccccc1C(=O)OCC(=O)NCc1ccc2c(c1)OCO2	1	-29	0	-8	-15	6	9	-4
Cc1cccnc1Nc1nc(-c2ccc(O)c(O)c2)cs1	12	92*	3	-7	92*	11	19	66*
